ELG1 DNA repair: blocks ELG1-dependent DNA repair in HEK293T cells; HEK293T ELG1-luciferase reporter, luminescence, 16 h; DNA damage induced by 5-fluorouridine; Potency, µM (doses to about 46.1 µM), inactives show at the highest dose activity change, negative = inhibition, actives largely listed as inhibitors; 330,000 tested, 2.3% active; AID 504467; also: potency is read from the fitted curve at half-maximal effect; % is scaled to controls: 0 for no effect and ±100 for the full control effect; nearly all actives have a fitted effect of over 55% in size
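Cells (2,000 per well) received 5-fluorouridine plus test compound or DMSO and were incubated 16 hr at 37 °C, 5% CO2. Luciferase activity was read by luminescence 30 min after ONE-Glo addition; signal suppression marked inhibition of damage-induced ELG1 function.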
Mito fusion act: mitochondrial division inhibition or fusion activation; S. cerevisiae fusion-defective mutant growth rescue, CellTiterGlo 48 h; Potency, µM (titrated, usually from 46.1 µM), inactives show top-dose growth rescue (activation), most hits filed as activators; 320,000 tested, 0.23% active; AID 485298;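 also: potency is read from the fitted curve at half-maximal effect; % of control where 0% means no effect; nearly all actives have a fitted effect of over 45% in size; temperature-sensitive fusion mutants such as fzo1-1 at 37 °C on non-fermentable ethanol glycerol medium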
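Growth-rescue viability read-out: after 48 h at the non-permissive 37C in glycerol/ethanol YPEG, yeast mitochondrial fusion mutants are measured by CellTiterGlo luminescence; compounds (23 nl pinned per well) restoring growth score as division inhibitors or fusion activators.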
A-T KAP1 phos: potential ataxia-telangiectasia treatment | […] A-T fibroblasts, KAP-1 phosphorylation AlphaLISA; neocarzinostatin DNA damage 30 min before lysis | Potency, µM (series often up to 57.5 µM), for inactives: top-dose activation, most hits filed as activators | 320,000 tested, 0.19% active | AID 485349; also: potency is read from the fitted curve at half-maximal effect; % of control where 0% means no effect; nearly all actives have a fitted effect of over 45% in size
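hTERT-immortalized A-T patient fibroblasts ([…]), 500 cells/well in OPTI-MEM, 1% FBS, got compounds for 60 min, then NCS for 30 min at 37C. Lysates were then assayed for phospho-KAP-1 by AlphaLISA (anti-pKAP1 donor, anti-KAP1 acceptor beads), 6 hr at 25C.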
Tb PFK block: inhibitors of T. brucei phosphofructokinase; 330,000 tested, 0.17% active; AID 485367; Potency, µM (doses to about 57.5 µM), for inactives: at the top dose activity, negative = inhibition, usual class: inhibitors; T. brucei PFK, ADP-Glo luminescence; O15648;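 also: potency is read from the fitted curve at half-maximal effect; 0% = uninhibited 1x PFK enzyme wells and -100% = no-enzyme wells; nearly all actives have a fitted effect of over 60% in size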
Target sequence (O15648 whole entry, looked up): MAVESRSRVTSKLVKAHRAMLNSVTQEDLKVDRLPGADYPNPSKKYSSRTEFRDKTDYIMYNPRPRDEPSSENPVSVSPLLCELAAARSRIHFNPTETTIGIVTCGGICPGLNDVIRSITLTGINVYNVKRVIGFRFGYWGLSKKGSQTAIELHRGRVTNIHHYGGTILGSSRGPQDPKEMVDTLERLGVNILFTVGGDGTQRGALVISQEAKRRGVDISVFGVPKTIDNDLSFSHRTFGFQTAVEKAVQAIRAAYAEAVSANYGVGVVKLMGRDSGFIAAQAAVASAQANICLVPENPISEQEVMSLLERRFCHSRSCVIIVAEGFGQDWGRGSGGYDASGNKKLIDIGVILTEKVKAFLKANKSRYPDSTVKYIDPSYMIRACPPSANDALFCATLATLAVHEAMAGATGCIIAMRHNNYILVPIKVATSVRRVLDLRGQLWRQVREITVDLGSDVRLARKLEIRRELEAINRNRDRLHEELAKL
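ADP-Glo luminescence quantified ADP after 45 min at room temperature, with 1.25 nM T. brucei PFK, 0.1 mM ATP and 0.5 mM fructose-6-phosphate in pH 8.0 TEA buffer. qHTS titrations up to 57 µM; curves classified by quality.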
TSHR antag: human thyrotropin receptor antagonism; TSHR-expressing cells, TSH-stimulated cAMP HTRF, 2 h; hits give low values; activity change, negative = inhibition, % at 11.5 µM; 330,000 tested, 0.2% active; AID 504810;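 active = activity change below a set negative limit, meaning inhibition stronger than a set level, cut at about -70% in these data; inconclusive = activity change between two set negative limits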; also: % is scaled to controls: 0 for no effect and ±100 for the full control effect
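TSHR-expressing cells, 200/well, pre-treated with compound, then stimulated with EC80 TSH (4nM final) for 2 hours at 37 deg C. cAMP measured by competitive HTRF: anti-cAMP cryptate antibody in lysis buffer plus cAMP-d2, read after 30 minutes at room temperature.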
BCR signal inh: inhibitors of chronic active B-cell receptor signaling | AID 493014 | ABC-DLBCL IkBa-CBG/CBR reporter, luminescence ratio, 4 h | Potency, µM (top dose mostly 46.1 µM), without a hit: at the top dose ratio change, negative = lower green/red ratio, usual class: inhibitors | 340,000 tested, 0.05% active; active = well fitted inhibition curve with a large enough effect in the signal ratio, with a control signal flat, not every such curve was filed as active; inconclusive = small, poorly fitted or top-dose-only effect, or effect the other way, or a change in a side signal; the % refers to the signal ratio;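 also: potency is read from the fitted curve at half-maximal effect; plate controls were basal doxycycline-induced cells for no effect and cells given 10 µM MG132 for full effect; MG132 reads +100%, hits lower the ratio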
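TMD8 human ABC-DLBCL cells with doxycycline-inducible IκBα–green luciferase fusion and unfused red luciferase, in 0.5% FBS medium; compounds up to 46 uM, 4 h at 37C. Green/red luminescence ratio, filter-overlap corrected, fitted to concentration-response curves.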
S-ASM inh: human S-ASM enzyme inhibition; 340,000 tested, 0.006% active; P17405; placental ASM, HMU-PC fluorogenic substrate, 60 min; Potency, µM (highest dose often 57.5 µM), without a hit: at the highest dose activity change, negative = inhibition, usual class: inhibitors; AID 504937; also: potency is read from the fitted curve at half-maximal effect
Target sequence (P17405 47-631 limits assumed): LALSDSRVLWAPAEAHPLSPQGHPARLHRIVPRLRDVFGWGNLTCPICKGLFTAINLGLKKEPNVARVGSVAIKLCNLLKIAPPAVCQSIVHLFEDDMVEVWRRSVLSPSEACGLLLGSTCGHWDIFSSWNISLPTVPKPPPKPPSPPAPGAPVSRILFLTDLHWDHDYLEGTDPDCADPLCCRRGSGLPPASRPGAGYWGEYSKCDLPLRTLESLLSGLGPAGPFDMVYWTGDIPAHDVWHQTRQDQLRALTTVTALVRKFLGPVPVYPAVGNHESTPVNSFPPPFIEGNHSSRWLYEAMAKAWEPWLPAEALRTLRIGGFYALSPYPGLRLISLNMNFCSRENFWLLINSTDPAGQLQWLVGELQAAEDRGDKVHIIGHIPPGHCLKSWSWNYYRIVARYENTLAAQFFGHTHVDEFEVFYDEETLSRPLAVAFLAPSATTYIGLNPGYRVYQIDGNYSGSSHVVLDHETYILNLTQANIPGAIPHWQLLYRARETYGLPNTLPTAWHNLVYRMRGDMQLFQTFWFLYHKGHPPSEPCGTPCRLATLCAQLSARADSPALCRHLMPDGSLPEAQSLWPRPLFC
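qHTS format. ASM enzyme prepared from human placenta hydrolyses the fluorogenic substrate HMU-PC0 (9 uM final) over 60 min at 37 °C after a 10 min compound preincubation.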
Eya2 phos inh: Eya2 (human) phosphatase inhibition; Potency, µM (doses to about 76.9 µM), for inactives: top-dose activity, negative = inhibition, most hits filed as inhibitors; O00167; recombinant Eya2, OMFP fluorescence dephosphorylation (OMFP is methylfluorescein phosphate); 330,000 tested, 0.006% active; AID 488837; also: potency is read from the fitted curve at half-maximal effect; % is scaled to controls: 0 for no effect and ±100 for the full control effect
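Eya2 (0.2 uM) preincubated 10 min at ambient with compound, then OMFP substrate added at 50 uM; 10 min reaction in 50 mM HEPES pH 7.5, 50 mM NaCl, 5 uM MgCl2, 0.05% BSA, 1 mM DTT. Fluorescence read at Ex 485/Em 525 nm.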
TSG101-PTAP inh: blocks PTAP/TSG101 interaction to inhibit HIV-1 budding. Q99816. Fluorescence polarization, FITC-PTAP peptide / Tsg101 binding. Potency, µM (top dose mostly 115 µM), for inactives: at the highest dose activity change, negative = inhibition, most hits filed as inhibitors. 340,000 tested, under 10 active. AID 493005; active = well fitted inhibition curve with a large enough effect in the main read-out, with a control signal flat, not every such curve was filed as active; inconclusive = small, poorly fitted or top-dose-only effect, or effect the other way, or a change in a side signal; inactive = no such curve, though single readings can be large or run the other way; also: potency is read from the fitted curve at half-maximal effect; % of control where 0% means no effect
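FP read-out: FITC-PTAP peptide, 50 nM final, binding Tsg101 binding domain, 10 uM final; 20 min, r.t.; 10 mM HEPES pH 7.5, 0.15 M NaCl, 0.01% Tween 20, 3 mM EDTA, 0.1 mM TCEP.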
Integrin act MD: activators of alpha7 integrin expression for muscular dystrophy; alpha7betagal myoblasts, beta-gal FDG fluorescence, 48 h; Potency, µM (series often up to 38.3 µM), for inactives: at the highest dose activation, hits mostly activators; 350,000 tested, 0.064% active; AID 624291;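 also: potency is read from the fitted curve at half-maximal effect; 100% = response of the positive control SU9516; nearly all actives have a fitted effect of over 60% in size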
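alpha7betagal+/- myoblasts (passage 13, 250/well) treated 48 h at 37C with compounds at 1:260 dilution of DMSO stock. Lysed, then beta-galactosidase activity read as FDG fluorescence (ex 480/em 540) after 30 min, with pre-read for autofluorescence.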
TCR activator: activates T cell receptor signaling; primary human leukocytes, anti-CD3, IL-2 HTRF, 48 h; Potency, µM (series often up to 9.22 µM), for inactives: at the top dose activation of IL-2 secretion, usual class: activators; 330,000 tested, under 10 active; AID 504894; also: % of control where 0% means no effect
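Compounds are tested in HTS on primary human leukocytes co-incubated with a-CD3 beads for 48 hr. IL-2 output is measured by time-resolved FRET.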
Starred values were filed as active, the others as inactive; i = inactive; ? = inconclusive; nt = no result given; [ ] = remark or other dose. Unless noted, calls follow the shape of the dose curve; as a rule, active = well fitted curve in the direction sought with a large enough effect; inconclusive = small, poorly fitted or top-dose-only effect, or another doubt; inactive = no such curve, though single readings can be large; an effect the other way counts as inactive or inconclusive.

SMILES	ELG1 DNA repair	Mito fusion act	A-T KAP1 phos	Tb PFK block	TSHR antag	BCR signal inh	S-ASM inh	Eya2 phos inh	TSG101-PTAP inh	Integrin act MD	TCR activator
O=Cc1cn(-c2ccccc2)nc1-c1ccccn1	20%	-4%	3%	5%	13	-1%	5%	-2%	-18%	6%	5%
COc1ccc(C(=O)NC2CCCc3ccccc32)cc1Br (configuration not stated)	-9%	24%	-1%	2%	0	?	-2%	13%	-1%	-12%	-9%
Cc1ccc(-c2nnc(CCC(=O)N(C)Cc3nccs3)o2)s1	6%	-1%	-2%	-1%	-12	?	-2%	1%	-3%	-28%	10%
COC(=O)c1cc(NC(=O)c2cccnc2)ccc1N1CCOCC1	nt	11%	4%[11.5 µM]	-1%	2	?	-2%	-9%	0%	-8%	nt
CCN(CC(=O)Nc1ccccc1C(F)(F)F)C(=O)CN1C(=O)NC(C)(c2ccccc2)C1=O (configuration not stated)	13%	-5%	0%	-1%	-3	1%	8%	32%	-1%	5%	1%
COc1ccc(Cl)cc1C(=O)n1cnc2ccccc21	4%	3%	2%	-2%	-6	0%	0%	-20%	-2%	44%	-4%
COc1ccc(CN2CCNC(=O)C2CC(=O)O)c(OC)c1 (configuration not stated)	7%	1%	1%	-5%	12	?	11%	4%	-2%	-13%	-7%
CN(C(=O)COC(=O)c1ccccc1C(=O)N(C)c1ccccc1)c1ccccc1	-2%	2%	14%	3%	20	5%	-5%	0%	0%	7%	2%
O=C(NCCSc1ccccc1)c1ccccc1	?	4%	3%	0%	-3	?	2%	13%	-9%	9%	5%
O=C(Nn1cnnc1)c1cc(Cl)ccc1Cl	-5%	1%	15%	-5%	16	-1%	4%	?	-4%	42%	0%
COc1ccc(NC(=O)CN(C)C(=O)CCC(=O)c2ccc(C)cc2)cc1	17%	11%	0%	1%	13	1%	-1%	5%	0%	9%	1%
COC(=O)COc1ccc2cccc(-n3cnnn3)c2c1	8%	-3%	-1%	-5%	1	6%	-2%	-5%	-10%	-15%	4%
CN(c1ccccc1)S(=O)(=O)c1ccc(Cl)c(C(=O)OCC(=O)NC2CCS(=O)(=O)C2)c1 (configuration not stated)	5%	0%	-3%	-2%	3	-1%	-2%	4%	-5%	0%	-7%
N#CSC(c1ccccc1)c1nc2ccccc2[nH]c1=O (configuration not stated)	-19%	-6%	20%	0%	-3	1%	9%	-12%	1%	0%	-1%
N/C(=N\S(=O)(=O)c1cc(C(F)(F)F)cc(C(F)(F)F)c1)c1ccc(Cl)cc1	?	-17%	2%	1%	-13	10%	-2%	-24%	-10%	?	-4%
Cc1ccc(-c2cc(C(=O)N3CCC(C)CC3)c3ccccc3n2)cc1	?	-6%	0%	2%	12	8%	-3%	-21%	-10%	-8%	3%
O=C(NC1CCCN(CCc2ccccc2)C1)c1c[nH]c2ccccc12 (configuration not stated)	3%	0%	1%	1%	-3	-4%	-7%	8%	-6%	-2%	0%
O=C(O)c1cncc(C#Cc2ccccc2)c1	-1%	18%	0%	1%	-11	?	22%	-2%	3%	28%	3%
Cc1ccc(C)c2[nH]c(=O)c(CCNC(=O)c3ccc(S(=O)(=O)N4CCCC4)cc3)cc12	?	1%	-1%	-5%	21	0%	-4%	-1%	-1%	-16%	7%
COC(=O)c1c(NC(=O)C(=O)N2CCOCC2)sc2c1CCCC2	-5%	2%	5%	0%	-5	0%	-11%	0%	-1%	-7%	-1%
Cc1ccc2sc(NNC(=O)C3=COCCO3)nc2c1C	-5%	-1%	-3%	-2%	7	0%	0%	14%	-1%	0%	nt
Cc1cc(NC(=O)C(C)SCC(=O)N(C)Cc2ccccc2F)no1 (configuration not stated)	1%	3%	1%	0%	2	-1%	6%	4%	-4%	2%	8%
Cc1cc(=O)[nH]c(SCc2nnc(-c3ccccc3)o2)n1	?	3%	2%	-1%	8	?	-3%	?	-2%	1%	-4%
COc1ccc(-c2noc(CN(C(=O)c3cccs3)C(C)C)n2)cc1	-5%	2%	18%	6%	1	6%	0%	-20%	-6%	?	8%
CN1CCN(S(=O)(=O)c2ccc(Nc3ccc(F)cc3)nc2)CC1	0%	-7%	3%	-3%	-1	0%	-1%	14%	-3%	8%	-4%
O=C(NCc1ccc(F)cc1)c1c2c(nc3ccccc13)CCC2	?	4%	0%	30%	-6	4%	196%[activator]	-7%	-3%	5%	-4%
COCCNC(=O)CN1C(=O)CC(C)(C)S(=O)(=O)c2ccccc21	-1%	0%	1%	-10%	1	-8%	7%	-4%	-3%	0%	4%
CC(C)n1c(-c2ccccc2)nc(=S)c2c1CCCC2	-7%	-8%	-1%	1%	4	-1%	nt	7%	nt	nt	-3%[46.1 µM]
Cc1cc(C)c2c(=O)[nH]c(SCC(=O)NCc3ccccc3)nc2n1	?	0%	nt	4%	-3	?	0%	12%	-21%	22%	9%
Cc1ccc(C(=O)Nc2cccc(C(=O)N/N=C/c3ccc(O)cc3)c2)cc1	?	2%	-2%	-14%	-7	?	-14%	12%	-1%	-21%	2%
CCOc1ccc(C(=O)CCc2nc3ccccc3s2)cc1	?	-3%	2%	1%	-4	?	5%	-10%	-14%	-22%	-3%
O=C(NN1CCCCC1)c1ccccc1	14%	-6%	-3%	1%	0	2%	3%	-1%	-1%	14%	2%[46.1 µM]
CCOC(=O)CSc1ccc(C(=O)NCCN2CCOCC2)cc1[N+](=O)[O-]	13%	23%	1%	-2%	3	2%	-3%	-11%	-6%	17%	-1%
COc1cccc(C2c3[nH]c4ccccc4c3C[C@H]3C(=O)N(C4CCN(Cc5ccccc5)CC4)CC(=O)N23)c1 (some centres not stated)	?	-17%	-9%	3%	-2	?	-5%	-6%	-1%	-77%[inhibitor]	-15%
COC(=O)Cn1cc(/C=C/c2cc[n+](C)cc2)c2ccccc21	-2%	0%	5%	-5%	11	-1%	-1%	?	?	10%	2%
CCOc1ccc(C(O)(CCC(C)C)C(CN2CCOCC2)c2ccccc2)cc1 (configuration not stated)	-21%	-37%[inhibitor]	-11%	3%	-1	-4%	1%	-5%	0%	-37%	2%
COc1cc2c(cc1OC)C(c1ccccc1[N+](=O)[O-])N(C(C)=O)CC2 (configuration not stated)	7%	-1%	18%	-6%	-5	?	3%	13%	-7%	2%	3%
CCN(C(=O)COC(=O)c1ccccc1NCCO)c1cccc2ccccc12	?	?	33%	-1%	3	-27%	i	2%	-6%	-9%	-8%
O=C(Nc1cc(C(F)(F)F)cc(C(F)(F)F)c1)Nc1cnn(-c2ccc([N+](=O)[O-])cc2)c1C(F)(F)F	?	13%	-5%	-1%	-2	11%	-2%	9%	-2%	-4%	-2%
CC1(c2cccc(Br)c2)NC(=O)N(CC(=O)Nc2ccc(F)cc2)C1=O (configuration not stated)	-15%	7%	0%	-3%	8	?	-2%	0%	-4%	?	-11%
CC(=O)Nc1cccc(-c2nc3ccccc3[nH]2)c1	?	?	-1%	-9%	16	?	-1%	1%	1%	5%	-1%
Cc1cc(=O)oc2cc(OC(=O)c3nn(C(C)C)c(=O)c4ccccc34)ccc12	-17%	-1%	-2%	0%	15	1%	i	-3%	-1%	-11%	8%[46.1 µM]
O=C(CCOc1ccccc1)Nc1ccc(S(=O)(=O)N2CCCC2)cc1	?	-3%	0%	-18%	5	-6%	-3%	-1%	-1%	-13%	1%

High-throughput results: PubChem, National Center for Advancing Translational Sciences (NCATS)

Rows are unselected; any-hit rate near 3.2%.
